Screens as filed in PubChem BioAssay.
CR mimetic SO: reduction of superoxide in aged yeast, primary screen, HTS; S. cerevisiae aged cells, superoxide DHE fluorescence; stronger effect = lower value; superoxide response (% of plate mean), % at 10 µM; 0.18% of 330,000 active; AID 2690, 2010;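 active = superoxide response under a set limit, about three screen SD below normal, cut at about 65% in these data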;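 also: yeast aged for seven days with compound at 30 °C before DHE staining; 100% = average MFI of all compound-treated wells on the plate with controls excluded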
MEP2-GFP yeast: modulators of MEP2-GFP levels in yeast, primary screen, S. cerevisiae, multiplex flow cytometry, MLPCN library | S. cerevisiae MEP2-GFP strain, 3 h; 100% = DMSO control level | GFP response vs DMSO, % at 10 µM | 0.51% of 330,000 active;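 active = GFP response versus DMSO above a set limit, roughly screen mean plus 3 SD, cut at about 180% in these data; inconclusive = fewer than 70 cells counted for a yeast strain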;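 also: median GFP fluorescence of the barcode-gated MEP2-GFP cells per well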
CIT2 TOR yeast: modulators of CIT2-GFP expression in yeast, primary screen, S. cerevisiae, GFP fusion, multiplex flow cytometry, MLPCN library. GFP response vs DMSO, % at 10 µM. S. cerevisiae CIT2-GFP strain, 3 h; 100 means same as DMSO wells. AID 2029, 2009. 0.065% of 320,000 active;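 active = GFP response relative to DMSO above a set limit, near the screen mean plus 3 SD, cut at about 150% in these data; inconclusive = Fewer than 70 cells measured for a yeast strain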;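 also: ratio of well median GFP fluorescence to mean of DMSO wells on the plate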
VLA-4 inh: inhibition in human VLA-4 binding assay, primary screen, VLA-4 allosteric modulator project, MLPCN library, flow cytometry, VLA-4 expressing cells; Integrin alpha-4 (Homo sapiens), P13612; ligand binding flow cytometry; inhibition, % (about 7 µM as worked out from the volumes in the protocol); 0.2% of 330,000 active; in the data active = inhibition above about 50%
Target sequence (P13612 whole entry, looked up): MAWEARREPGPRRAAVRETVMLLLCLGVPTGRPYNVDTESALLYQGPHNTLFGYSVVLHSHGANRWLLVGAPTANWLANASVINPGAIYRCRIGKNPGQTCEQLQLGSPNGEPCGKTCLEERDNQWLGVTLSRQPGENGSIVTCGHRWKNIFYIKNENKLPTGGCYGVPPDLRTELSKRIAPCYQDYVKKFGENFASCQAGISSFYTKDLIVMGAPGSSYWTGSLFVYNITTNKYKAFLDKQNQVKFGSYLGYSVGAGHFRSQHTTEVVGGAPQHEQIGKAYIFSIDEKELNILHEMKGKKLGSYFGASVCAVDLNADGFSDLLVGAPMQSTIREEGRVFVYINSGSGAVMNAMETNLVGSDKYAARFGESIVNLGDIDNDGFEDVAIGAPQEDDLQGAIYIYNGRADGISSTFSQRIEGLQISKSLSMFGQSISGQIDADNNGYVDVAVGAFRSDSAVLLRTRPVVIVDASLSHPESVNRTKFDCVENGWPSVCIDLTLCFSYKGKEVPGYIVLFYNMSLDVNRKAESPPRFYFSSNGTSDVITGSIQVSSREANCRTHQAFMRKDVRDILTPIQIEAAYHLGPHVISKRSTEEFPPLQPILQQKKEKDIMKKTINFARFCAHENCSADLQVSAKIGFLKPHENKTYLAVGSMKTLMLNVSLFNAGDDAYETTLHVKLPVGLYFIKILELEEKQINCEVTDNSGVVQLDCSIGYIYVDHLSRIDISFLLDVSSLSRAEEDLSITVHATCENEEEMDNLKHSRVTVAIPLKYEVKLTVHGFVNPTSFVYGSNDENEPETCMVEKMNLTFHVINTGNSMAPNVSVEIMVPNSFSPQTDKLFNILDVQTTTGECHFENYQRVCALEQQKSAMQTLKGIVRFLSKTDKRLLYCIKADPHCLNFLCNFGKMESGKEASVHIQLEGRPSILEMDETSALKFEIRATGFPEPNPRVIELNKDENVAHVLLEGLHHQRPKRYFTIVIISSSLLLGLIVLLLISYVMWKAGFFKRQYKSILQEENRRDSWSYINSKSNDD
GRK2 inh: compounds blocking aptamer binding on GRK2 – biochemical, human GRK2, bead flow cytometry, HTS, primary screen | Beta-adrenergic receptor kinase 1 (Homo sapiens), P25098 | FAM-aptamer displacement from GRK2 | inhibition of aptamer binding, % at 10 µM | 0.59% of 330,000 active;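 active = inhibition of aptamer binding above 40%, roughly 3 SD of noise, on plates passing a quality check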;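 also: median bead fluorescence of bound FAM aptamer so fluorescent compounds give negative values; no value below 0 was filed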
LAP4 TOR yeast: modulators of LAP4-GFP expression in yeast, primary screen, S. cerevisiae, multiplex flow cytometry, MLPCN library | 3 h; median GFP as percent of DMSO wells | GFP response vs DMSO, % at 10 µM | 0.34% of 320,000 active | AID 2023, 2009;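 active = GFP response vs DMSO above a set limit, about the screen mean plus 3 SD, cut at about 150% in these data; inconclusive = under 70 cell events counted for the yeast strain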
AGP1 TOR yeast: modulators of AGP1-GFP expression in yeast TOR pathway, primary screen, cell-based, multiplex flow cytometry, S. cerevisiae, MLPCN library; 0.02% of 320,000 active; GFP response vs DMSO, % at 10 µM; AID 2066, 2009; 3 h; GFP as percent of DMSO wells;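 active = GFP response relative to DMSO above a set limit, near screen average plus 3 SD, cut at about 150% in these data; inconclusive = fewer than 70 cells counted for the yeast strain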;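 also: median GFP channel fluorescence of the gated AGP1 strain per well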
RPL19A TOR yeast: RPL19A-GFP expression modulators in yeast, primary screen, cell-based, S. cerevisiae, multiplex flow cytometry, MLPCN. S. cerevisiae RPL19A-GFP strain, 3 h; stronger effect = lower value. 0.3% of 330,000 active. percent response vs DMSO, % at 10 µM;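 active = percent response vs DMSO below 50%; inconclusive = fewer than 70 events counted for the yeast strain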;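 also: median channel GFP fluorescence of the barcoded RPL19A-GFP strain; ratio of sample median GFP to plate DMSO average so 100% = DMSO; lower means less RPL19A-GFP as with rapamycin TOR inhibition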
Numbers without * were called inactive.

`CCCCc1ccc(Nc2nc(N3CCOCC3)nc(N3CCOCC3)n2)cc1` gave CR mimetic SO 118.6, MEP2-GFP yeast 97.3, CIT2 TOR yeast 108.3, VLA-4 inh -0.5, GRK2 inh 4.0, LAP4 TOR yeast 103.4, AGP1 TOR yeast 100.3 and RPL19A TOR yeast 98.5.
For Cc1ccc(Sc2ccc(CN3CCCCC3)cc2[N+](=O)[O-])cc1 the results were CR mimetic SO 93.9, MEP2-GFP yeast 100.2, CIT2 TOR yeast 81.5, VLA-4 inh 4.9, GRK2 inh 0.0, LAP4 TOR yeast 116.3, AGP1 TOR yeast 97.5 and RPL19A TOR yeast 92.1.
Screening O=C(CCC(=O)c1ccccc1)Nc1cccnc1 returned CR mimetic SO 88.1, MEP2-GFP yeast 101.8, CIT2 TOR yeast 94.4, VLA-4 inh 6.0, GRK2 inh 2.0, LAP4 TOR yeast 102.7, AGP1 TOR yeast 98.5 and RPL19A TOR yeast 99.4.
For Cc1cccc(N(C)S(=O)(=O)c2c(C)[nH]c(C)c2C(=O)N2CCCC2)c1 the results were CR mimetic SO 110.7, MEP2-GFP yeast 103.9, CIT2 TOR yeast 105.7, VLA-4 inh -94.1, GRK2 inh 13.0, LAP4 TOR yeast 99.2, AGP1 TOR yeast 107.4 and RPL19A TOR yeast 101.3.
Screening Cc1cc2c(N3CCCCC3C)ncnc2s1 (stereo unspecified) returned CR mimetic SO 84.7, MEP2-GFP yeast 96.7, CIT2 TOR yeast 97.1, VLA-4 inh 0.0, GRK2 inh 4.0, LAP4 TOR yeast 107.4, AGP1 TOR yeast 104.3 and RPL19A TOR yeast 101.6.
For CC(CC(=O)N1CCN(S(=O)(=O)c2ccccc2)CC1)n1cncn1 (stereo unspecified) the results were CR mimetic SO 80.8, MEP2-GFP yeast 91.2, CIT2 TOR yeast 91.5, VLA-4 inh -0.1, GRK2 inh 1.0, LAP4 TOR yeast 92.0, AGP1 TOR yeast 95.3 and RPL19A TOR yeast 90.1.
COc1c2ccc(OCC/C(C)=C/C(=O)C=C(C)C)cc2nc2occc12 was read as CR mimetic SO 119.3, MEP2-GFP yeast 96.5, CIT2 TOR yeast 113.5, VLA-4 inh -16.4, GRK2 inh 0.0, LAP4 TOR yeast 96.5, AGP1 TOR yeast 105.9 and RPL19A TOR yeast 104.8.
O=C1NN(c2ccccc2)C(=O)/C1=C/c1coc2ccccc2c1=O was read as CR mimetic SO 96.9, MEP2-GFP yeast 88.7, CIT2 TOR yeast 97.0, VLA-4 inh 15.1, GRK2 inh 6.0, LAP4 TOR yeast 95.8, AGP1 TOR yeast 97.9 and RPL19A TOR yeast 100.7.
For Cc1ccc(NC(=S)N(C)Cc2cn(C)c3ccccc23)cc1 the results were CR mimetic SO 92.8, MEP2-GFP yeast 103.5, CIT2 TOR yeast 98.3, VLA-4 inh 4.4, GRK2 inh 3.0, LAP4 TOR yeast 95.2, AGP1 TOR yeast 104.8 and RPL19A TOR yeast 102.3.
CN1C(=O)c2ccc(NC(=O)CSc3ccccc3)cc2C1=O was read as CR mimetic SO 97.8, MEP2-GFP yeast 105.7, CIT2 TOR yeast 104.1, VLA-4 inh 0.6, GRK2 inh 2.0, LAP4 TOR yeast 117.6, AGP1 TOR yeast 108.9 and RPL19A TOR yeast 103.0.
`COc1ccc(OC)c(/C=C2\SC(=S)N(NS(=O)(=O)c3ccccc3)C2=O)c1` gave CR mimetic SO 128.6, MEP2-GFP yeast 102.7, CIT2 TOR yeast 97.0, VLA-4 inh 2.6, GRK2 inh 0.0, LAP4 TOR yeast 92.9, AGP1 TOR yeast 98.5 and RPL19A TOR yeast 101.6.
For CN(c1nc2ccccc2n2c(C3CC3)nnc12)S(=O)(=O)c1ccccc1 the results were CR mimetic SO 109.3, MEP2-GFP yeast 107.7, CIT2 TOR yeast 95.7, VLA-4 inh 1.3, GRK2 inh 13.0, LAP4 TOR yeast 113.6, AGP1 TOR yeast 105.3 and RPL19A TOR yeast 102.9.
CN(CC(=O)Nc1cccc(F)c1)C(=O)c1sc2ccccc2c1Cl was read as CR mimetic SO 109.7, MEP2-GFP yeast 96.3, CIT2 TOR yeast 94.3, VLA-4 inh -1.1, GRK2 inh 0.0, LAP4 TOR yeast 107.8, AGP1 TOR yeast 96.3 and RPL19A TOR yeast 98.7.
Screening COc1ccc(Nc2ncnc3c2c(C)c(C)n3CCO)cc1 returned CR mimetic SO 99.1, MEP2-GFP yeast 105.7, CIT2 TOR yeast 110.3, VLA-4 inh 5.6, GRK2 inh 0.0, LAP4 TOR yeast 103.3, AGP1 TOR yeast 105.8 and RPL19A TOR yeast 107.6.
CN1CCN(C(=O)c2cnn(-c3ccccc3)c2NC(=O)c2ccccc2)CC1 was read as CR mimetic SO 96.7, MEP2-GFP yeast inconclusive, CIT2 TOR yeast inconclusive, VLA-4 inh 8.0, GRK2 inh 0.0, LAP4 TOR yeast inconclusive, AGP1 TOR yeast inconclusive and RPL19A TOR yeast inconclusive.
For CCOc1ccccc1CN1CCN(CCCc2ccccc2)CC1CCO (stereo unspecified) the results were CR mimetic SO 103.8, MEP2-GFP yeast 111.2, CIT2 TOR yeast 104.8, VLA-4 inh 12.5, GRK2 inh 3.0, LAP4 TOR yeast 97.7, AGP1 TOR yeast 102.5 and RPL19A TOR yeast 104.6.
For CC(C)C(=O)Nc1ccc2c(c1)nc1n2CCSC1 the results were CR mimetic SO 95.8, MEP2-GFP yeast 111.3, CIT2 TOR yeast 103.2, VLA-4 inh 3.4, GRK2 inh 1.0, LAP4 TOR yeast 100.8, AGP1 TOR yeast 95.5 and RPL19A TOR yeast 100.0.
Screening CCC1(c2ccc(Cl)cc2)NC(=S)N(c2ccc(C)c(C)c2)N1 (stereo unspecified) returned CR mimetic SO 90.9, MEP2-GFP yeast 103.0, CIT2 TOR yeast 94.3, VLA-4 inh -3.2, LAP4 TOR yeast 109.3, AGP1 TOR yeast 105.1 and RPL19A TOR yeast 97.8.
`N#Cc1ccc(N2Cc3ccccc3/C2=N/C(=O)Nc2ccc(Cl)cc2)cc1` gave CR mimetic SO 94.4, MEP2-GFP yeast 89.6, CIT2 TOR yeast 92.5, VLA-4 inh 0.0, GRK2 inh 0.0, LAP4 TOR yeast 88.8, AGP1 TOR yeast 96.5 and RPL19A TOR yeast 95.5.
Screening CCn1c(OC)nc2c1c(=O)n(C)c(=O)n2C returned CR mimetic SO 98.5, MEP2-GFP yeast 111.4, CIT2 TOR yeast 102.0, VLA-4 inh 8.6, GRK2 inh 0.0, LAP4 TOR yeast 104.9, AGP1 TOR yeast 111.0 and RPL19A TOR yeast 110.1.
Screening COc1ccc(NC(=O)C(c2ccccc2)c2ccccc2)cn1 returned CR mimetic SO 95.2, MEP2-GFP yeast 102.8, CIT2 TOR yeast 96.8, VLA-4 inh 2.3, GRK2 inh 3.0, LAP4 TOR yeast 97.7, AGP1 TOR yeast 99.2 and RPL19A TOR yeast 103.3.
`O=C(NCc1ccc2c(c1)OCO2)C1CCN(S(=O)(=O)c2cccs2)CC1` gave CR mimetic SO 99.8, MEP2-GFP yeast 116.4, CIT2 TOR yeast 107.9, VLA-4 inh -8.9, GRK2 inh 0.0, LAP4 TOR yeast 105.0, AGP1 TOR yeast 113.8 and RPL19A TOR yeast 105.6.
CCn1ccnc1CN1CCc2c([nH]c3ccccc23)C1C1CCCCC1 (stereo unspecified) was read as CR mimetic SO 92.5, MEP2-GFP yeast 105.7, CIT2 TOR yeast 111.8, VLA-4 inh -18.7, GRK2 inh 0.0, LAP4 TOR yeast 111.4, AGP1 TOR yeast 116.0 and RPL19A TOR yeast 108.6.
For CC(=O)Nc1ccc(S(=O)(=O)NCCc2csc(-c3cccnc3)n2)cc1 the results were CR mimetic SO 104.0, MEP2-GFP yeast 103.8, CIT2 TOR yeast 98.5, VLA-4 inh -2.3, GRK2 inh 0.0, LAP4 TOR yeast 94.1, AGP1 TOR yeast 94.0 and RPL19A TOR yeast 97.3.
For O=C(COC(=O)/C=C/c1ccc(F)cc1)Nc1ccc(S(=O)(=O)N2CCOCC2)cc1 the results were CR mimetic SO 92.6, MEP2-GFP yeast 109.1, CIT2 TOR yeast 102.0, VLA-4 inh 4.3, GRK2 inh 0.0, LAP4 TOR yeast 115.7, AGP1 TOR yeast 104.9 and RPL19A TOR yeast 100.2.
`N#CCCN(C(=O)Cn1nc(C(=O)O)c2ccccc2c1=O)c1ccccc1` gave CR mimetic SO 110.0, MEP2-GFP yeast 91.5, CIT2 TOR yeast 94.0, VLA-4 inh -10.4, GRK2 inh 4.0, LAP4 TOR yeast 101.9, AGP1 TOR yeast 98.9 and RPL19A TOR yeast 94.1.
`O=C(NCCc1ccccc1)C(=O)c1c(-c2ccccc2)[nH]c2ccccc12` gave CR mimetic SO 119.4, MEP2-GFP yeast 94.8, CIT2 TOR yeast 98.8, VLA-4 inh 15.7, GRK2 inh 2.0, LAP4 TOR yeast 100.3, AGP1 TOR yeast 95.7 and RPL19A TOR yeast 94.7.
`COc1cc(C2N(c3ccccc3)CCN2c2ccccc2)cc(OC)c1OC` gave CR mimetic SO 106.1, MEP2-GFP yeast 107.6, CIT2 TOR yeast 95.1, VLA-4 inh 21.1, GRK2 inh 0.0, LAP4 TOR yeast 106.3, AGP1 TOR yeast 104.9 and RPL19A TOR yeast 104.4.
For CCCS(=O)(=O)c1c(S(=O)(=O)CCC)c2ccc(C(N)=O)cn2c1C(=O)c1ccc(OC)cc1 the results were CR mimetic SO 99.7, MEP2-GFP yeast 101.5, CIT2 TOR yeast 99.3, VLA-4 inh 16.0, GRK2 inh 5.0, LAP4 TOR yeast 108.2, AGP1 TOR yeast 101.6 and RPL19A TOR yeast 105.2.
Screening O=C1c2cccc3cccc(c23)C(=O)N1c1nncs1 returned CR mimetic SO 105.9, MEP2-GFP yeast 96.8, CIT2 TOR yeast 111.8, VLA-4 inh 16.4, GRK2 inh 0.0, LAP4 TOR yeast 100.5, AGP1 TOR yeast 105.3 and RPL19A TOR yeast 104.2.
`CCOc1ccc(OCC)c(-c2c(=O)n(OCc3ccc(C(C)(C)C)cc3)c3ccccc3[n+]2[O-])c1` gave CR mimetic SO 112.7, MEP2-GFP yeast 109.6, CIT2 TOR yeast 106.4, VLA-4 inh 5.6, GRK2 inh 3.0, LAP4 TOR yeast 96.2, AGP1 TOR yeast 97.0 and RPL19A TOR yeast 89.5.
`N#C/C(=C\c1ccco1)C(=O)NCc1ccccc1` gave CR mimetic SO 106.0, MEP2-GFP yeast 102.7, CIT2 TOR yeast 101.8, VLA-4 inh 7.9, GRK2 inh 0.0, LAP4 TOR yeast 96.4, AGP1 TOR yeast 96.2 and RPL19A TOR yeast 104.9.
